High-throughput results from PubChem BioAssay.
AmpC inh no detg: qHTS Inhibitors of AmpC Beta-Lactamase (assay without detergent). AmpC nitrocefin hydrolysis, absorbance 480 nm, 0.0001% Triton. Potency, µM (titrated, usually from 57.1 µM), for the others: top-dose activity change, negative = inhibition, hits mostly inhibitors. actives 0.52% (n = 330,000). AID 485341, 2010;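 note: potency is the fitted concentration of half-maximal effect; plate controls were no compound for no effect and no enzyme for full effect; nearly all actives have a fitted effect of over 20% in size; some results filed as inactive show a strong effect at the top dose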
Target sequence (P00811 whole entry, looked up): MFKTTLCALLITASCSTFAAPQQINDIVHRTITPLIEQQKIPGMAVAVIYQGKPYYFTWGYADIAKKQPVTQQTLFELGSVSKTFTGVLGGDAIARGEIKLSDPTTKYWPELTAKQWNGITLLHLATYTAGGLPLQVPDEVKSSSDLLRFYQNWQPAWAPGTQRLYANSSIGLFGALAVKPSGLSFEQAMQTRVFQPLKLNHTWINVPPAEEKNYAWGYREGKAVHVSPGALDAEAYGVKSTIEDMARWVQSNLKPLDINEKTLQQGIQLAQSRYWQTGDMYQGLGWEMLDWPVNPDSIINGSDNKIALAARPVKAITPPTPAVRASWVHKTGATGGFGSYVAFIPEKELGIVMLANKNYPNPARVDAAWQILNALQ
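20 mM phosphate pH 7.0 + 0.01% (detergent screen) or 0.0001% Triton X-100; 5.3 nM AmpC reagent; cpd preinc 15 min RT; nitrocefin (800 uM stock) to start; A480 q20 s × 4 min; Activity was normalised to no-enzyme and no-compound control wells.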
Shiga inhibitor: A qHTS for Small Molecule Inhibitors of Shiga Toxin. Vero cells, Shiga toxin protein synthesis inhibition reporter. inhibition, % at 38.7 µM. actives 9.2% (n = 290,000); in the data active = inhibition mostly above about 28%, no sharp cut-off; inactive = mostly below about 43%; note: 0% is about no effect
FBPA Giardia inh: qHTS Assay for Inhibitors of Fructose-1,6-bisphosphate Aldolase from Giardia Lamblia. purified Giardia FBPA. Potency, µM (titrated, usually from 59.6 µM), without a hit: at the highest dose activity, negative = inhibition, actives largely listed as inhibitors. actives 0.71% (n = 290,000); note: potency is the fitted concentration of half-maximal effect; % is set by controls: 0 for no effect and ±100 for the full control effect; nearly all actives have a fitted effect of over 55% in size
Target sequence (A8B2U2 whole entry, looked up): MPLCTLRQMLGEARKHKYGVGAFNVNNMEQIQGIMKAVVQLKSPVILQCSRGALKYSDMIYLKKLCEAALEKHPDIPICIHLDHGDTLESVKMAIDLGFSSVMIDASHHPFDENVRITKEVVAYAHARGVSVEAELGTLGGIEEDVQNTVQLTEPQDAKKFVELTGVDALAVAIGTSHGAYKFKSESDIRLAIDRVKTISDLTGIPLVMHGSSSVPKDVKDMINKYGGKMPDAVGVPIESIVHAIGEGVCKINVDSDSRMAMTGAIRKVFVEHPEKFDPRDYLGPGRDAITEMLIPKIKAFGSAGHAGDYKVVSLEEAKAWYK
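Giardia FBPA (40 nM reagent) was preincubated 10 min at RT with compound (up to 57.5 uM final), then substrate plus GAPDH/TPI/NAD/arsenate coupling system with diaphorase/resazurin was added; resorufin fluorescence (525/598 nm) was read after 20 min.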
AMA1-RON2 inh: qHTS for Inhibitors of AMA1-RON; Towards Development of Antimalarial Drug Lead: Primary Screen. AlphaScreen AMA1-biotinylated RON2 peptide binding. Potency, µM (top dose mostly 58.2 µM), for inactives: at the top dose activity change, negative = inhibition, most hits filed as inhibitors. actives 0.2% (n = 360,000). Plasmodium falciparum AMA1 (3D7) - RON2 peptide interaction. AID 720542, 2013;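 note: potency is the fitted concentration of half-maximal effect; 0% = vehicle wells and -100% = peptide control; nearly all actives have a fitted effect of over 45% in size; some results filed as inactive show a strong effect at the top dose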
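AMA1 (3D7) with his tag at 25 nM final met compounds first, then biotinylated RON2 peptide at 25 nM; detection used donor plus acceptor beads, 10 µg/mL apiece, read by AlphaScreen after 30 min at room temperature.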
AmpC detergent: qHTS Inhibitors of AmpC Beta-Lactamase (assay with detergent); P00811; AmpC hydrolysis of nitrocefin, absorbance 480 nm, 0.01% Triton; actives 0.041% (n = 370,000); Potency, µM (series often up to 114 µM), inactives show at the top dose activity change, negative = inhibition, usual class: inhibitors;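 note: potency is the fitted concentration of half-maximal effect; 0% = no-compound wells and -100% = no-enzyme wells; nearly all actives have a fitted effect of over 25% in size; some results filed as inactive show a strong effect at the top dose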
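20 mM phosphate pH 7.0 + 0.01% (detergent screen) or 0.0001% Triton X-100; 5.3 nM AmpC reagent; cpd preinc 15 min RT; nitrocefin (800 uM stock) to start; A480 q20 s × 4 min; Activity was normalised to no-enzyme and no-compound control wells.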
Cycloheximide cs: Cycloheximide Counterscreen for Small Molecule Inhibitors of Shiga Toxin. cell reporter, cycloheximide protein synthesis inhibition counterscreen. max response, %. actives 12% (n = 300,000). AID 2314, 2010; in the data active = max response mostly above about 13%, no sharp cut-off; inactive = mostly below about 14%; note: read at 38.3 µM for the half of the compounds with a filed dose; 0% is about no effect
HCMV antiviral: qHTS Assay for inhibitors of the human cytomegalovirus (HCMV); activity change, negative = inhibition, % at 57.5 µM; actives 4.5% (n = 410,000); HFF cells, HCMV-luciferase reporter, 72 h; stronger effect = lower value; in the data active = activity change below about -60%; inconclusive = no clear call, values can overlap the other calls; inactive = above about -39%; note: % is set by controls: 0 for no effect and ±100 for the full control effect
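Two-dose cell screen: HFF monolayers treated with compounds and infected with luciferase-expressing HCMV at 1 PFU/cell, 72 h at 37C, then lysed for luciferase measurement.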
Active calls of the source: *; ? = inconclusive; nt = no result given; & = joins results of further samples; [ ] = remark or other dose. Unless noted, calls come from the whole dose curve; as a rule, active = well fitted curve in the direction sought with a large enough effect; inconclusive = small, poorly fitted or top-dose-only effect, or another doubt; inactive = no such curve, though single readings can be large; an effect the other way counts as inactive or inconclusive.

SMILES	AmpC inh no detg	Shiga inhibitor	FBPA Giardia inh	AMA1-RON2 inh	AmpC detergent	Cycloheximide cs	HCMV antiviral
COc1cccc(NS(=O)(=O)c2ccc3c(c2)CCN3C(C)=O)c1	-6%	-12	-1%	13%	-4%	-1	-64*
O=S(=O)(NCCc1ccccc1)c1ccc(F)cc1	-23%	14	12%	6%	-11%	-2	-18
C=CCn1c(SCC(=O)Nc2cc(C)c(Cl)cc2OC)nnc1-c1ccco1	75%[activator]	-8	-1%	-6%	-12%	1	2
COc1ccccc1N1C(=O)NC(=O)C(CCc2ccncc2)(CCc2ccncc2)C1=O	-8%	-14	5%	7%	-3%	-4	10
Cc1ccc(C(=O)NCCn2c(N)c(C#N)c3nc4ccccc4nc32)cc1	-31%	-19	-10%	-9%	-15%	-4	-17
Cc1ccc(C(=O)n2nc(-c3ccccc3)nc2NCc2ccco2)cc1	-26%	21	4%	-9%	4%	19*	67
Cc1c(NS(=O)(=O)c2cccc(C(=O)Nc3ccccc3)c2)c(=O)n(-c2ccccc2)n1C	-2%	nt	nt	-5%	-1%	nt	-20
O=C1C=C(NCC2CCCO2)CC(c2ccccc2)C1 (stereo unspecified)	-6%	-15	-2%	24%	-24%	-6	-1
CCCn1c(N)c(C(=O)CN(C)CC(=O)Nc2c(C)cc(C)cc2C)c(=O)[nH]c1=O	-5%	nt	nt	8%	?	nt	5
CCOc1ccc2[nH]c3c(=O)n(CCc4ccc(OC)cc4)cnc3c2c1	-14%	23	7%	-12%	4%	-3	7
CCOc1ccccc1NC(=O)NNC(=O)COc1cccc(C)c1C	-14%	-6	-2%	63%[activator]	-10%	-3	52
CC(C)(C)C(=O)/C(C#N)=C/c1ccc(O)cc1	-19%[11.4 µM]	-10	30%	-1%	5%	9	-26
CCC(Sc1ccc2nnc(-c3cccnc3)n2n1)C(=O)OC (stereo unspecified)	0%	-6	0%	0%	?	7	-15
CC(C)COP(=O)(c1ccc(N(C)C)cc1)C(O)c1ccncc1 (stereo unspecified)	0%	16	11%	9%	0%	-2	24
COC(=O)c1sccc1NC(=O)Nc1ccc(Cl)c(Cl)c1	0.16µM*	23	1%	4%	3%	27*	-71*
CN(C)c1ccc(/C=N/NC(=O)CCCO)cc1	-21%	63*	-1%	-11%	2%	41*	-15
CCOc1ccc(NCCC#N)cc1	-14%	-12	0%	5%	2%	-3	-11
C=CCn1c(=O)c2c3c(sc2n2c(Nc4ccc(C(=O)OCC)cc4)nnc12)CCCC3	-16%	-23	2%	9%	-8%	-4	-23
CCc1ccc(NC(=O)CN(c2ccc(OC)cc2)S(=O)(=O)c2c(C)[nH]c(=O)[nH]c2=O)cc1	-17%	7	1%	-6%	-12%&3%	-2	0&10
C=CCNC(=O)c1onc(CSc2cccc(Cl)c2)c1C(=O)O	-26%	-4	17%	-7%	0%	-2	-38
Oc1[nH]c2ccccc2c1C=Nc1ccc2c(c1)OCCO2	-22%	53	-18%	-6%	-15%	32*	64
COc1ccccc1N1CCN(C(=O)c2cc(-c3ccc(Cl)c(Cl)c3)on2)CC1	-25%	1	-2%	-9%	?	-2	nt
CCOC(=O)CNC(=O)CSc1ncnc2c1cnn2-c1ccccc1	4%	-6	0%	-6%	-3%	9	71
CC(=O)Nc1cc(NC(C)=O)cc(C(=O)OCC(=O)N2CC(C)OC(C)C2)c1 (stereo unspecified)	-10%	-28	-5%	4%	?	-1	14
Oc1ccc(/C=N/n2c(-c3ccccc3)n[nH]c2=S)cc1	-31%	nt	-6%	92%[activator]	-13%	-4	24

An excerpt from above in order of formula weight, smallest number first:
SMILES	AmpC inh no detg	Shiga inhibitor	FBPA Giardia inh	AMA1-RON2 inh	AmpC detergent	Cycloheximide cs	HCMV antiviral
CCOc1ccc(NCCC#N)cc1	-14%	-12	0%	5%	2%	-3	-11
CC(C)(C)C(=O)/C(C#N)=C/c1ccc(O)cc1	-19%[11.4 µM]	-10	30%	-1%	5%	9	-26
Oc1ccc(/C=N/n2c(-c3ccccc3)n[nH]c2=S)cc1	-31%	nt	-6%	92%[activator]	-13%	-4	24
C=CCNC(=O)c1onc(CSc2cccc(Cl)c2)c1C(=O)O	-26%	-4	17%	-7%	0%	-2	-38
CCCn1c(N)c(C(=O)CN(C)CC(=O)Nc2c(C)cc(C)cc2C)c(=O)[nH]c1=O	-5%	nt	nt	8%	?	nt	5
C=CCn1c(=O)c2c3c(sc2n2c(Nc4ccc(C(=O)OCC)cc4)nnc12)CCCC3	-16%	-23	2%	9%	-8%	-4	-23

Following part
SMILES	AmpC inh no detg	Shiga inhibitor	FBPA Giardia inh	AMA1-RON2 inh	AmpC detergent	Cycloheximide cs	HCMV antiviral
COc1ccc(/C=C/c2n[nH]c(=O)c(C#N)c2C)cc1	-16%	24	-2%	9%	-6%	4	?
O=C(CCCN=C1NS(=O)(=O)c2ccccc21)OCC(=O)c1ccc(F)cc1	-23%	nt	nt	8%	-14%	nt	-16
CCCN(C(=O)CSc1nc2c(cnn2-c2ccccc2)c(=O)[nH]1)C1CCS(=O)(=O)C1 (stereo unspecified)	-15%	2	7%	-15%	-10%	-6	31
COc1cc(OC)cc(C(=O)N2CCC(C(=O)Nc3ccc4c(c3)OCCO4)CC2)c1	3%	-6	4%	9%	-11%	-2	28
COc1ccccc1CNC(=O)C1CCN(S(=O)(=O)c2ccc3c(c2)OCCO3)CC1	-3%	-11	nt	2%	4%	-5	-32
C/C(N)=C(\C#N)C(=O)NCCc1ccccn1	-15%	13	5%	-3%	?	1	-2
COC(=O)CSc1nnc(-c2ccc(OC)c(OC)c2)o1	1%	-27	0%	2%	0%	6	1
O=C(Nc1cccnc1Cl)c1cc(-c2ccco2)on1	-12%	83*	3%	-4%	?	41*	6
CCOc1ccccc1C(=O)NN1C(=O)C2CCCCC2C1=O (stereo unspecified)	-2%	-6	1%	1%	?	-3	127
CCOc1ccc(S(=O)(=O)N(C)CC(=O)NC2CC2)cc1	0%	17	nt	-9%	9%	1	35
O=C1OC(/C(=C\Nc2ccc(F)cc2F)[N+](=O)[O-])c2ccccc21 (stereo unspecified)	-26%	43	1%	11%	2%	10	-30
O=C(COC(=O)C1CCN(c2ccc(C(F)(F)F)cn2)CC1)Nc1ccc(F)cc1[N+](=O)[O-]	-13%	nt	nt	?	-14%	nt	23
CCN(C(=O)CC(C)C)c1nnc(Cn2nnc3ccccc32)s1	20%	21	0%	-5%	1%	5	-36
CCN1CNC(=S)N(c2cccc(C)c2)C1	1%	-5	5%	6%	-8%	-3	35
Cc1onc(-c2ccccc2)c1C(=O)NNC(=S)NC(=O)c1ccc2c(c1)OCO2	-36%	90*	?	44%[activator]	1%	46*	15
COCCn1c(N)c(N(Cc2ccccc2)C(=O)CSCC(=O)Nc2ccc(OC)cc2)c(=O)[nH]c1=O	?	nt	nt	-11%	?	nt	-3
O=C(NCCCN1CCCC1=O)NC12CC3CC(CC(C3)C1)C2	-21%	-7	1%	17%	-1%	1	2
Cc1cccc(-n2nnc(C(=O)Nc3ccc(F)cc3)c2N)c1	-28%	79*	-1%	-5%	2%	51*	114
COc1ccc(C(=O)CSc2nnc(CNC(=O)c3ccc(OC)c(OC)c3)n2C)cc1	14%	-11	-11%	-4%	?	-2	12
C=CCNC(=S)NNC(=O)C(CCCC)CC(C)O (stereo unspecified)	-19%	-17	-27%	8%	0%	-2	-19
N#CCCN(CCC#N)C(=O)COc1ccc(Cl)cc1Cl	-9%	-1	1%	-3%	-3%	-1	19
Cc1nc(-c2ccc(F)cc2)c(CC(=O)N2CCN(S(=O)(=O)c3cccc([N+](=O)[O-])c3)CC2)s1	101%[activator]	nt	nt	-22%	-13%	nt	-18
CC1CCCCC1NS(=O)(=O)c1ccc(S(=O)(=O)N2CCN(CCC#N)CC2)cc1 (stereo unspecified)	45µM*	12	-4%	18%	?	6	6
CCn1cc(Cl)c(C(=O)NNC(=O)CCn2nc(C)c([N+](=O)[O-])c2C)n1	-10%	-13	1%	20%	-12%	-2	-17
Cc1cc(F)c(F)c(C(=O)N2CCCCC2C)c1Cl (stereo unspecified)	-7%	10	6%	10%	3%	10	?

The results go on.
SMILES	AmpC inh no detg	Shiga inhibitor	FBPA Giardia inh	AMA1-RON2 inh	AmpC detergent	Cycloheximide cs	HCMV antiviral
COc1ccc(OC)c(Nc2nc(-c3sc(NC(=O)C(C)(C)C)nc3C)cs2)c1	-8%	-8	-5%	15%	0%	2	?
Cc1onc(-c2c(F)cccc2Cl)c1C(=O)NC1=NCCS1	24%	-17	2%	20%	9%	5	7
COCC(=O)N(Cc1cc2cc(C)ccc2[nH]c1=O)c1ccccc1	-1%	22	4%	0%	2%	12*	-12
CN(C)C(=O)CSc1nc2ccc(C(=O)c3ccccc3)cc2[nH]1	-5%	nt	-22%	-5%	?	23*	-10
CC(C)(C)c1ccccc1OCC(=O)NCCC(=O)O	42%	18	18%	13%	-13%	4	-13
CC(C)(C)c1ccc(C(=O)NCC(=O)N2CCCCCC2)cc1	22%	72	5%	0%	1%	2	-15
O=c1[nH]c(CSc2nnc(-c3ccccc3)n2C2CCCCC2)nc2ccccc12	-26%	-3	2%	-4%	-4%	-3	-13
CN(C)CC(=O)Nc1ccc(S(N)(=O)=O)cc1	-20%	-10	0%	-14%	-10%	-4	52
O=c1[nH]c(CSc2nc(-c3ccccc3)cs2)nc2ccccc12	-29%	12	-18%	0%	-16%	4	-17
Cc1noc(C)c1S(=O)(=O)NCCN1CCN(c2ccccc2)CC1	nt	-1	12%	-20%	?	-2	5
COC(=O)C1(C)NC(c2ccccc2F)C2C(=O)N(c3ccccc3)C(=O)C21 (stereo unspecified)	-20%	-3	13%	-14%	?	-1	-16
CCOC(=O)C1=C(COC(=O)CCNS(=O)(=O)c2ccc(C)c(C)c2)NC(=O)NC1C (stereo unspecified)	-1%	nt	nt	3%	-3%	nt	0
CCCCSCCCNC(=O)c1cn(CC)c2ccc(S(=O)(=O)N3CCOCC3)cc2c1=O	169%[activator]	-6	3%	-4%	-9%&-2%	-5	20&2
COc1cc(/C=C/c2cccc[n+]2C)ccc1OCC(=O)Nc1cccc(Cl)c1	29%	-9	nt	-10%	-8%	3	-70*
CN(C)S(=O)(=O)N(Cc1ccc(Br)cc1)c1ccccc1	2%	0	-6%	11%	-3%	5	6
Cc1ccc2c(c1)C1CN(C)CCC1N2C(=O)COc1ccccc1F (stereo unspecified)	17%	-4	0%	-12%	-8%	-1	-8
CN1CCN(CC(C)(C)NS(=O)(=O)c2ccccc2)CC1	-7%	nt	nt	-2%	nt	nt	-61*
COc1cc(NC(=S)NNC(=O)CC(C)C)c(OC)cc1Cl	-27%	-4	8%	75%[activator]	3%	-7	-7
Cc1csc(CN(C)C(=O)CC2C(=O)NCCN2CC(C)(C)C)n1 (stereo unspecified)	16%	21	-22%	10%	-3%	0	?
